Source: PubChem BioAssay (NCI)
NCI-60 one-dose screen, 48 h, at 10 µM unless noted. Numbers give growth in % (100 = growth as untreated, 0 = no growth, -100 = all killed).
SF-295 = SF-295 CNS cancer cells; 79,000 tested, 5.6% active; AID 1794758
KM12 = KM12 colon cancer cells | 82,000 tested, 5% active
SNB-19 = SNB-19 CNS cancer cells. AID 1794751. 81,000 tested, 2.5% active
SNB-75 = SNB-75 CNS cancer; 79,000 tested, 5% active; AID 1794750
HCC-2998 = HCC-2998 colon cancer. 79,000 tested, 4.7% active. AID 1794799
HCT-116 = HCT-116 colon cancer. 82,000 tested, 7.3% active
SF-539 = SF-539 CNS cancer | 81,000 tested, 6.8% active
SF-268 = SF-268 CNS cancer cells. 82,000 tested, 3.1% active
U251 = U251 CNS tumor cells; 80,000 tested, 5.4% active; AID 1794753
The depositor's hits bear a star; · = not tested or not shown; & = joins results of further samples; [ ] = dose if it differs, or a comment. The calls were made as follows: active = growth percent below 10; inactive = the rest.

mol	SF-295	KM12	SNB-19	SNB-75	HCC-2998	HCT-116	SF-539	SF-268	U251
NS(=O)(=O)c1ccc(Nc2ccnc(SCC(=O)c3ccc(Br)cc3)n2)cc1	97	104	99	95	117	93	101	102	101
N#Cc1c(N2CCCC2)nc2sc3cc(Cl)c(Cl)cc3n2c1=N	110	104	100	67	108	95	92	114	100
ON=C1Cc2ccccc2C1	108	111	110	91	·	107	95	104	91
CCOC(=O)c1ncc(-c2cc(C(F)(F)F)cc(C(F)(F)F)c2)c(NC2CCCCCC2)n1	93	96	99	77	108	87	105	89	·
CC(=O)c1ccc(NC(=O)NCn2c(=O)[nH]c3ccccc3c2=O)cc1	93	103	90	100	112	110	91	128	87
Cc1nn(-c2ccc(Cl)cc2)c2c1C(c1ccc(Cl)cc1)C(C#N)=C(N)O2 (centres undefined)	107	105	97	84	102	101	96	101	99
CCN1C(=O)N(CC)C2C1NN=c1s/c(=C\c3ccccc3)c(=O)n12 (centres undefined)	5.0*	12	27	21	16	9.7*	-12*	55	8.1*
O=C(O)c1ccc(Nc2ccnc(SCC(=O)c3ccc(C(F)(F)F)cc3)n2)cc1	98	99	99	72	102	95	93	96	98
CCOC(=O)CSSCC(=O)OCC	100	105	108	94	108	108	96	104	98
CC(C)CCC[C@@H](C)[C@H]1CC[C@H]2[C@@H]3CC=C4C[C@@H](OS(=O)(=O)O)CC[C@]4(C)[C@H]3CC[C@]12C	99	109	101	104	111	100	95	122	105
N#Cc1ccccc1-c1ccc(CN2CCN(c3nsc4ccccc34)CC2)cc1	92	99	92	98	89	65	·	105	86
COc1ccc(NC(=O)CSc2oc(-c3ccccc3)nc2S(=O)(=O)c2ccc(C)cc2)c(OC)c1	91	91	95	88	97	88	98	92	90

mol	SF-295	KM12	SNB-19	SNB-75	HCC-2998	HCT-116	SF-539	SF-268	U251
CCOC(=O)c1[nH]c2c(c1C)C(=O)CSC2	74[100 µM]	81[100 µM]	64[100 µM]	62[100 µM]	85[100 µM]	56[100 µM]	59[100 µM]	86[100 µM]	83[100 µM]
COC(=O)c1cccc2c1C(=O)c1cc([N+](=O)[O-])ccc1-2	94	98	90	110	101	103	91	98	·
c1ccc(CNc2ncnc3c2sc2ncccc23)cc1	90	103	103	100	104	104	103	95	99
Cc1cc(C)c2c(N)c(C(=O)c3ccccc3)sc2n1	101	102	95	90	112	111	96	99	106
CCOC(=O)C1CC(CCl)OC1=O (centres undefined)	101	99	108	97	110	108	95	99	94
CC(=O)Nc1ccc(Oc2cccc(Nc3ccc(Cl)c(C(F)(F)F)c3)c2)cn1	64	76	82	92	84	72	79	71	68
CN(C)C(=O)N1CCc2ccc([N+](=O)[O-])cc21	·	107	103	86	102	109	102	111	105
CC1=CC2=NC(=O)C(c3ccccc3)C(=O)N2C=C1 (centres undefined)	99&124	111&97	114&103	75&84	116&106	102&104	107	115&98	100&109
CCN(c1ccccc1)S(=O)(=O)c1ccccc1N	92	109	98	96	104	104	107	118	109
COc1ccc(OC)c(C2OC(c3cc(OC)c4ccccc4c3OC(C)=O)=NN2C(C)=O)c1 (centres undefined)	·	91	100	·	81	96	100	94	98
COC(=O)c1ccc(NC(=O)CSc2nc3ccccc3s2)cc1	·	92	108	90	103	95	107	102	·
N#Cc1nc(-c2ccccc2)oc1N1CCCC1CO (centres undefined)	101	101	88	80	120	105	99	93	103

Of the compounds above, 2 contain an aryl methoxy group:
mol	SF-295	KM12	SNB-19	SNB-75	HCC-2998	HCT-116	SF-539	SF-268	U251
COc1ccc(NC(=O)CSc2oc(-c3ccccc3)nc2S(=O)(=O)c2ccc(C)cc2)c(OC)c1	91	91	95	88	97	88	98	92	90
COc1ccc(OC)c(C2OC(c3cc(OC)c4ccccc4c3OC(C)=O)=NN2C(C)=O)c1 (centres undefined)	·	91	100	·	81	96	100	94	98

(further entries)
mol	SF-295	KM12	SNB-19	SNB-75	HCC-2998	HCT-116	SF-539	SF-268	U251
Cn1c(=O)c2c(nc(Nc3nc(Nc4ccc(S(N)(=O)=O)cc4)cs3)n2Cc2ccccc2)n(C)c1=O	98	99	98	76	100	93	100	100	·
c1cc2ccc3cc2cc1CNCCN1CCNCc2ccc4ccc(cc4c2)CNCCN(CCNC3)CCNCc2ccc3ccc(cc3c2)CNCC1	67	-16*	-7.7*	-13*	19	5.3*	-41*	-14*	-4.7*
O=Cc1cc2ccccc2nc1Nc1nc2ccccc2s1	93	101	89	90	101	100	95	108	99
Nc1c(C(=O)Nc2ccccn2)sc2nc3c(cc12)CCCC3	34	31	46	38	57	14	39	62	33
CCCCc1ccc(S(=O)(=O)Nc2sc3c(c2C(N)=O)CCC(=O)C3)cc1	103	101	100	78	114	101	96	99	102
OCCN1CCCCCCC1	96	110	101	115	100	97	99	107	·
COc1cc(-n2cc(-c3ccc(Cl)cc3)n(C(C)=O)c2=O)cc(OC)c1OC	92	89	89	90	99	82	95	79	90
CC(C)CCOC(=O)Nc1cccc(Cl)c1	95	102	105	104	109	104	99	99	90
CC(=O)N1c2ccc(S(=O)(=O)NCc3ccc4c(c3)N(C(=O)c3ccccc3)CC4)cc2CC1C (centres undefined)	94	91	96	81	99	95	94	89	100
CCN1C(=O)N(CC)C2Nn3c(s/c(=C\c4ccc(F)cc4)c3=O)=NC21 (centres undefined)	111	98	103	105	112	93	114	95	109
CC(=O)c1ccc(NC(=O)Cn2nc(-c3ccc(Cl)cc3)nc2N)cc1	105	103	91	93	104	95	102	101	94
CC(C)=NN=C(C)C	109	108	104	89	105	99	104	100	102

mol	SF-295	KM12	SNB-19	SNB-75	HCC-2998	HCT-116	SF-539	SF-268	U251
OC(CN1CCOCC1)C(c1ccccc1)c1ccccc1 (centres undefined)	100	103	97	91	98	87	101	102	96
CCOc1ccc(-c2cc(C3(S(=O)(=O)c4ccc(C)cc4)CC=CC3)on2)cc1	90	94	95	97	97	82	99	99	89
CCC1(CC)CC1C#N (centres undefined)	94	101	108	93	107	95	99	93	99
COC(=O)/C=C/c1cc(OC)c2c(c1)[C@@H](C(=O)OC)[C@H](c1ccc(OC)c(OC)c1)O2	18	28	35	-3.4*	60	16	-7.1*	60	25
Nc1ccc(S(=O)(=O)c2ccc(Br)cc2)cc1	·	113	99	105	107	111	110	111	104
O=S(=O)(N1CCCCC1)n1nnc2cc3ccccc3cc21	101	97	88	93	102	94	102	93	90
O=c1nc(Nc2cccc([N+](=O)[O-])c2)sc2ccccc12	79	94	84	86	110	91	81	88	96
Clc1ccc(-c2cc(-c3ccccc3)nc(Nc3nc4ccccc4[nH]3)n2)cc1	123	112	98	87	·	104	99	102	111
N#Cc1cnn(-c2cc(=O)[nH]c3ccc(Br)cc23)c1N	97	103	98	78	101	81	103	99	100
COc1ccc(N=c2ssc(SC)c2-c2ccccc2)cc1	94	97	85	82	94	85	97	104	91
COc1ccccc1OCC(=O)Nc1sc2c(c1C(N)=O)CCC2	15	105	70	87	59	63	60	44	61
S=C(N/N=C/c1ccc(Cl)cc1)N/N=C/c1ccc(Cl)cc1	98	101	97	98	106	109	104	107	103

mol	SF-295	KM12	SNB-19	SNB-75	HCC-2998	HCT-116	SF-539	SF-268	U251
Cc1ccccc1/C=C1/SC(N2CCN(c3ccccc3)CC2)=NC1=O	92	99	100	·	109	90	97	95	94
O=C(OCc1cc(=O)c(OC(=O)c2ccccc2)co1)c1ccccc1	127	106	110	94	106	100	109	112	107
COc1ccc(C2OC(Cn3nnnc3-c3ccccc3)=NN2C(C)=O)cc1 (centres undefined)	111	109	102	73	104	95	106	106	105
CCOC(=O)N1CCC(CN(Cc2ccc(Cl)cc2)Cc2ccc([N+](=O)[O-])s2)C1 (centres undefined)	103	79	84	97	98	55	100	73	75
NC(=O)c1n[nH]c(=S)[nH]c1=O	84	111	103	108	106	109	101	102	109
COc1cccc(OC)c1C(=O)Nc1cccc(-c2cc(=O)c3ccccc3o2)c1	91	112	86	67	101	98	94	98	104
C=CCn1c(SCC(=O)Nc2ccc(C(=O)/C=C/c3cc(OC)c(OC)c(OC)c3)cc2)nnc1-c1cc(-c2ccccc2)nc2ccccc12	99	76	82	65	102	20	82	88	78
CC(C(O)c1cc2c(c3ccccc13)CCCC2)N1CCOCC1 (centres undefined)	94	96	102	83	111	94	97	99	92
Cc1nn(-c2ccccc2)c(N2CCOCC2)c1/C=N/N=c1\sc2ccccc2n1C	89	81	87	99	106	50	85	85	55
CC(C)=CC/C=C(/C)[C@H]1CC[C@]2(C)[C@@H]1CC[C@@H]1[C@@]3(C)C/C(=C/c4cccc([N+](=O)[O-])c4)C(=O)C(C)(C)[C@@H]3CC[C@]12C	99	101	96	73	106	98	101	96	·
O=C(Nc1nc2ccccc2s1)Nc1ccccc1Cl	45	93	70	20	97	80	51	77	56
O=C1CCC(=O)N1	94	107	99	97	97	102	98	109	110

mol	SF-295	KM12	SNB-19	SNB-75	HCC-2998	HCT-116	SF-539	SF-268	U251
Cc1cc(O)c2c(c1O)C(=O)C13C(=C2O)C(=O)C2C(O)C1C1C(O)C3C(=O)C3=C(O)c4c(O)cc(C)c(O)c4C(=O)C321 (centres undefined)	-30*	-53*	5.6*	20	-44*	2.8*	-47*	11	12
Nc1nc(-c2ccccc2)c(N=Nc2ccc(Cl)cc2Cl)s1	-91*	-71*	-18*	-36*	-88*	-81*	-77*	-46*	-11*
COc1ccccc1CNC(=O)C1CSC2c3ccccc3C(=O)N12 (centres undefined)	100	106	107	98	121	105	103	103	99
CCCCOc1ncnc2c1CC(C)c1cc(O)ccc1N2C (centres undefined)	97	77	74	77	103	91	94	79	85
COc1ccc(OC)c2cc3ccccc3cc12	130	107	107	88	100	100	89	102	96
COc1ccc(/C=N/NC(=O)c2ccccn2)c(OC)c1OC	103	107	101	90	109	26	99	100	106
S=c1c2ccccc2nc2n1CCc1c-2[nH]c2ccccc12	63	81	16	0.8*	65	49	43	58	74
CC(C)(c1ccccc1)c1cc(O)c(C(C)(C)c2ccccc2)cc1O	25	19	38	43	61	9.7*	50	39	37
CC(C)(C)C#C/C(=N\Nc1ccc([N+](=O)[O-])cc1[N+](=O)[O-])c1ccccc1	115	98	101	122	110	97	113	95	101
Cc1ccc(C(=O)Nc2cc(-c3ccccc3)cc(C(F)(F)F)c2)cc1C#Cc1cnc2cccnn12	68	42	92	112	85	32	64	92	75
C=CCOC(=O)C1=C(C)NC2=C(C(=O)CC(C)(C)C2)C1c1ccc(F)cc1 (centres undefined)	91	103	96	85	112	97	101	96	98
O=C(O)C(SC(C(=O)O)c1ccccc1)c1ccccc1 (centres undefined)	115	113	104	86	103	106	115	106	99

A section from the list above, as a working copy:
mol	SF-295	KM12	SNB-19	SNB-75	HCC-2998	HCT-116	SF-539	SF-268	U251
Cc1cc(O)c2c(c1O)C(=O)C13C(=C2O)C(=O)C2C(O)C1C1C(O)C3C(=O)C3=C(O)c4c(O)cc(C)c(O)c4C(=O)C321 (centres undefined)	-30*	-53*	5.6*	20	-44*	2.8*	-47*	11	12
Nc1nc(-c2ccccc2)c(N=Nc2ccc(Cl)cc2Cl)s1	-91*	-71*	-18*	-36*	-88*	-81*	-77*	-46*	-11*
COc1ccccc1CNC(=O)C1CSC2c3ccccc3C(=O)N12 (centres undefined)	100	106	107	98	121	105	103	103	99
CCCCOc1ncnc2c1CC(C)c1cc(O)ccc1N2C (centres undefined)	97	77	74	77	103	91	94	79	85
COc1ccc(OC)c2cc3ccccc3cc12	130	107	107	88	100	100	89	102	96
